IDE cell inh: inhibits human insulin-degrading enzyme in HEK cells. inhibition, % at 5.59 µM. AID 434962. FAbetaB cleavage, fluorescence polarization. hit rate 0.41% among 320,000;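 active = percent inhibition above the average of all tested compounds plus 3 SD, set per screening campaign, cut at about 16% in these data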;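 note: IDE supplied by intact live HEK cells; FP after avidin binding of uncleaved biotin substrate so inhibition keeps polarization high; 0% = DMSO wells and 100% = 60 µM reference IDE inhibitor Ii1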
IMP-1 inh: inhibitors of Pseudomonas aeruginosa IMP-1 metallo-beta-lactamase; hit rate 0.45% among 290,000; inhibition, % at 5.6 µM; purified IMP-1, nitrocefin hydrolysis, epi-absorbance fluorescence;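 active = inhibition above the mean plus 3 SD of all compounds in the same screening run, cut at about 4.5% in these data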;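 note: 0% = IMP-1 with DMSO and 100% = DMSO wells lacking enzyme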
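system = purified recombinant IMP-1 beta-lactamase | amount = 0.2 nM IMP-1, as dispensed | medium = HEPES buffer pH 7.1 with ZnSO4 and Brij 35 | times = 25 °C, 15 min preincubation, 25 min reaction | detection = plate fluorescence quenching by hydrolysis product, ex 480/em 530 nm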
HCV NS3 hel inh: blocks Hepatitis C virus NS3 helicase unwinding; NS3 helicase DNA unwinding, Cy5 molecular beacon fluorescence; inhibition, % at 10.9 µM; hit rate 0.56% among 290,000; AID 1800;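 active = inhibition above the mean of all tested compounds plus 3 SD, set per campaign, cut at about 35% in these data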;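 note: 0% = DMSO wells and 100% = thioflavine S control wells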
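assay system = NS3 helicase fragment of HCV | buffer or medium = MOPS pH 6.5, MgCl2, DTT, Tween20, BSA | timing = 60 min unwinding reaction at 25 °C after ATP addition | signal = Cy5 beacon fluorescence read at start and 1 h | read-out basis = % inhibition of unwinding | control set = low DMSO, high thioflavine S at 110 µM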
pCIP destab: compounds decreasing mouse p/CIP protein stability; Q05BA5; F442A p/CIP-EGFP cells, EGFP fluorescence, 16 h; decrease of EGFP signal, % at 10 µM; hit rate 0.01% among 290,000; AID 1984;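 active = EGFP signal decrease of at least 30% at 10 µM or well 3 SD below plate mean, unless failing retest; inactive = the rest, including hits failing retest or dose response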; note: some compounds called inactive have numbers as strong as hits; many of its hits are not listed in these tables
VIM-2 inh: blocks Pseudomonas aeruginosa VIM-2 metallo-beta-lactamase. purified VIM-2, nitrocefin hydrolysis, epi-absorbance fluorescence. inhibition, % at 5.6 µM. hit rate 0.89% among 290,000. AID 1527;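 active = inhibition above the mean of all tested compounds plus 3 SD, cutoff set per screening run, cut at about 7.5% in these data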;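 note: red hydrolysis product quenches plate fluorescence so inhibitors raise well fluorescence; 0% = enzyme with DMSO and 100% = DMSO without enzyme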
IDE cell activ: activators of human insulin-degrading enzyme in cells; P14735; HEK cells, FAbeta-B cleavage, fluorescence polarization; 0% vehicle, 100% cell-free pure enzyme wells; activation, % at 5.96 µM; hit rate 0.073% among 340,000; AID 493087;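 active = activation above the mean of all tested compounds plus 3 SD, set per screening campaign, cut at about 17% in these data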
CRFBP-R2 block: antagonists of CRF-binding protein/CRF-R2 receptor complex; HEK293 CRF-R2/CRF-BP, CRF-induced calcium fluorescence; hit rate 0.59% among 350,000; inhibition, % at 11.8 µM;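 active = inhibition of the ligand-induced calcium signal above about 50% at the single tested concentration, limit read from the data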
GalR3 antag: antagonists of human GalR3; inhibition, % at 3 µM; hit rate 0.44% among 360,000; HEK293 GalR3-CNG cAMP membrane potential fluorescence; galR3 body fused to GalR1 C-terminus; O60755;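 active = inhibition above the screen-wide average plus 3 SD, cut at about 13% in these data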;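 note: forskolin and galanin both at EC90 stimulate the cells; cAMP rise reported by CNG channel membrane potential dye signal; 0% = forskolin plus galanin with DMSO and 100% = forskolin alone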
SUMO HTRF inh: inhibitors of human SUMOylation (UBC9); HTRF SUMOylation assay, SAE1/SAE2 + UBC9, in vitro; hit rate 0.36% among 290,000; inhibition, % at 35 µM; AID 2006; P63279; in the data active = inhibition above about 50%, passing the limit was not always enough; note: strong numbers were not always called active
An asterisk follows results filed as active; x = no result given.

IDE cell inh	IMP-1 inh	HCV NS3 hel inh	pCIP destab	VIM-2 inh	IDE cell activ	CRFBP-R2 block	GalR3 antag	SUMO HTRF inh	SMILES
x	-3.9	0	-5	-3.3	-4	1	0	1	COc1ccc(-c2[nH]ncc2/C=N\NC(=O)c2cccs2)cc1OC
1	x	x	x	x	3	3	0	x	COc1ccc(NC(=O)N(C)C[C@H]2Oc3c(NC(=O)NC(C)C)cccc3C(=O)N([C@H](C)CO)C[C@@H]2C)cc1
0	-4.8	4	-4	-3.0	3	-4	-4	7	CC1CC(c2ccccc2)n2nc(NC(=O)c3cccs3)nc2N1 (stereo unspecified)
3	-5.4	0	0	-0.5	-1	18	-4	24	CCN(CC(=O)Nc1ccc2c(c1)OCCO2)C(=O)c1cccc(S(=O)(=O)N2CCOCC2)c1
3	-1.5	5	-7	0.3	7	7	-6	12	O=C(CSc1nccc2ccccc12)N1CCN(c2ccccn2)CC1
0	0.1	7	-8	0.1	4	16	-3	-3	CC(=O)Oc1ccc(N2C(=O)C3C4C=CC(C5CC45)C3C2=O)cc1[N+](=O)[O-] (stereo unspecified)
-2	2.6	-5	-17	-4.2	1	6	-1	-2	COc1cccc(C2CC(=O)Nc3cc(OC)c(OC)c(OC)c32)c1OC (stereo unspecified)
5	-0.4	8	-1	-1.7	2	-2	6	6	CCOC(=O)c1nnn(-c2nonc2-n2cccc2)c1C
0	-1.5	0	-15	-2.0	4	-42	-4	11	Cc1nc2ccccc2n1/N=C/c1ccc([N+](=O)[O-])s1
0	-4.0	12	2	-2.4	8	-32	-2	-14	Cc1ccccc1C(=O)Nc1nnc(-c2ccc(C(C)(C)C)cc2)s1
3	-4.3	-2	8	-0.7	3	2	-4	-16	COC(=O)C1CN(S(=O)(=O)c2cc(OC)ccc2OC)CCS1 (stereo unspecified)
1	-2.8	-19	-5	0.8	3	-28	-6	2	N#Cc1nc(Cc2cccc3ccccc23)oc1NCCN1CCCCC1
6	x	x	x	x	6	3	-2	x	CCN(CC(=O)NCc1ccc(Cl)cc1)C(=O)CSc1cccc(C(F)(F)F)c1
-2	-2.0	-7	1	-1.8	1	1	-2	0	Clc1ccc(C=NC23CN4CN(CN(C4)C2)C3)cc1
7	-3.7	2	2	-2.1	0	-1	0	-2	CCC(=O)n1nc(-c2cccnc2)nc1NCc1ccc(OC)cc1
-4	-0.5	15	2	0.1	1	21	-6	-10	Cc1cccc(N2C(=O)C(Oc3ccc(Cl)cc3Cl)C2C(=O)O)c1C (stereo unspecified)
3	-2.2	-2	-17	0.6	5	-9	-4	9	Cc1ccccc1Cn1cc(NC(=O)c2nn(C)cc2Cl)cn1
3	-1.0	-10	-3	2.5	4	-9	1	20	CN(C)CCN(C)Cc1c2ccccc2c(CN(C)CCN(C)C)c2ccccc12
6	-1.4	7	5	-2.0	2	4	-3	1	Cc1ccc(NC(=O)Cc2noc3ccccc23)nc1
0	-1.4	17	-5	6.1	-2	-8	-8	5	Cc1cc(Nc2ccc3c(c2)OCCO3)c2cccc(C)c2n1
0	-2.9	-7	-8	-1.6	1	20	-9	10	CCC(C)(C)NC(=O)C(c1cccc(OC)c1OC)N(Cc1ccccc1)C(=O)CCC(=O)Nc1cc(C)on1 (stereo unspecified)
1	x	x	x	x	2	-1	-2	x	COc1ccc(N2CC(NS(=O)(=O)c3cccs3)CC2=O)cc1 (stereo unspecified)
3	-2.5	12	-5	-2.4	0	2	-3	0	Cc1ccccc1-c1noc(CCC(=O)NCc2ccco2)n1
7	-3.0	10	-8	-2.0	4	-12	-3	7	CC(=O)Nc1ccc2[nH]c(C)c(CC=C(Cl)Cl)c(=O)c2c1
-3	-3.1	13	-10	-5.0	-4	12	-3	30	CSc1ccc(Cl)c(C(=O)NCc2ccco2)c1
-1	-2.4	-13	-9	-3.1	-4	7	-2	17	CC1(C)Cc2c(c(=S)nc(-c3ccccc3)n2CCOCCO)CO1
8	2.5	3	-13	-2.1	3	-3	-2	-11	CC(=O)N1CCN=C1SCc1ccccc1Cl
2	-2.2	-4	-2	-2.9	3	-4	8	-8	Clc1ccc(CSc2nnc(/C=C/c3ccccc3)o2)cc1
0	-8.8	4	9	0.5	7	-4	-3	6	Cc1ccc(S(=O)(=O)N2CCN(C(=O)c3cc(=O)[nH]c4ccccc34)CC2)c(C)c1
-1	-2.5	-11	9	1.7	5	3	-8	-35	CCn1cnc2c1c(=O)n(Cc1cccc([N+](=O)[O-])c1)c(=O)n2Cc1ccccc1
2	x	x	x	x	1	2	-2	x	CC(=O)c1ccccc1NC(=O)c1ccc2c(c1)NC(=O)C(C)S2 (stereo unspecified)
2	-2.6	4	-3	-3.6	3	-2	-10	11	COc1ccc(NC(=O)CNCCC2=CCCCC2)cc1
0	-0.9	-7	2	-0.8	-3	-20	-1	5	COc1ccc(OCCn2c(NC(=O)c3ccco3)nc3ccccc32)cc1
3	-2.3	2	8	0.7	6	-9	-7	-23	O=C(CSc1cccc2cccnc12)Nc1ccccc1F
-2	x	x	-5	x	-1	-11	x	5	COc1ccc(C(CCN2CCCC(C)C2)c2c(OC)cc(OC)c3c2OC(=O)CC3c2cc(OC)c(OC)c(OC)c2)cc1 (stereo unspecified)
7	2.8	-4	-14	0.9	5	18	0	17	O=C(NC1CC1)C1CCN(c2ccc(S(=O)(=O)N3CCOCC3)cc2Cl)CC1
x	x	x	-2	x	6	-4	-3	-2	COc1ccc([C@@H]2C[C@@H](c3ccccc3)Oc3cc(OC)c(OC)c(OC)c32)cc1
4	-1.2	-3	3	-3.9	4	3	0	-3	Cc1c(C(=O)N2CCN(CCc3ccccn3)CC2)oc2ccc(F)cc12
-2	-0.8	1	-17	-0.7	2	5	-8	-4	CCOCCCNC(=S)N1C2CCC1CC(NC(=O)NC1CCCCC1)C2 (stereo unspecified)
-1	-1.6	5	-20	-1.4	-14	-6	-2	24	Cc1ccc(-c2c(C#N)c(N)nc3c2CCCCCC3)o1
-4	-2.4	7	0	-3.1	-1	-2	-5	-4	O=C(C1CCN(Cc2ccc(F)cc2)CC1)N(CCO)Cc1ccccc1
-7	-0.7	4	-6	-1.9	-1	-8	-2	11	CC/C(C)=C1\SC(N2CCOCC2)=NC1=O
-3	-0.2	0	-10	-0.5	2	0	-4	-9	Cc1ccc(NS(=O)(=O)c2ccc(Cl)s2)cc1S(=O)(=O)N(C)C
2	-4.6	-3	-5	-4.2	-1	1	-1	-8	COc1ccccc1Nc1nc(N)nc(CN(C)C2CCCCC2)n1
-1	x	x	x	x	0	9	2	x	O=C(COc1ccc([N+](=O)[O-])cc1Cl)NCCN1C(=O)CSC1=O
-4	-1.0	-11	0	1.8	3	-13	0	8	CCn1cc(C(=O)NCCC(C)C)c(=O)c2cc(F)c(N3CCN(C(=O)c4ccco4)CC3)cc21
6	-3.5	-2	10	-0.8	1	7	2	12	CCN1CCN(C(=O)CN2C(=O)c3cccc4cccc2c34)CC1
7	-3.0	3	5	-1.4	1	1	-1	-1	C/C(=N\NC(=O)Cc1c(C)[nH][nH]c1=O)c1ccc(Cl)c(Cl)c1
1	-1.1	-3	0	-1.0	3	12	-7	-3	COc1ccc(N2CCN(C(=O)CNC(=O)Cn3cnc4sc(C)c(C)c4c3=O)CC2)cc1
-3	-3.3	-30	-12	-2.3	3	-21	-4	-10	CCOC(=O)c1ccc(NC(=O)CN(c2ccc(C)cc2)S(=O)(=O)c2c(C)n[nH]c2C)cc1

Remaining list, next part.
IDE cell inh	IMP-1 inh	HCV NS3 hel inh	pCIP destab	VIM-2 inh	IDE cell activ	CRFBP-R2 block	GalR3 antag	SUMO HTRF inh	SMILES
-2	-4.2	-1	-10	-2.1	8	4	-8	-12	COCCN1C(=O)C(=O)/C(=C(/O)c2ccc(S(=O)(=O)N3CCOCC3)cc2)C1c1cccc(O)c1 (stereo unspecified)
2	-2.7	-1	-17	-3.7	6	-3	-4	45	O=C(NC(=S)Nc1nc(-c2ccc(Br)cc2)cs1)c1cccnc1
1	x	x	x	x	6	-10	-3	x	CCNC(=O)N(CC)C[C@H]1N[C@@](CC)(C(=O)OC)[C@H]2C(=O)N(Cc3ccccc3)C(=O)[C@@H]12
5	-2.2	3	-6	1.2	3	43	-4	-9	COc1ccc(CSc2nnc(SCc3ccc([N+](=O)[O-])cc3)s2)cc1
6	-2.6	-4	-8	-0.1	3	0	-6	32	Cc1ccc(S(=O)(=O)N2CCN(S(=O)(=O)N3CCCCC3)CC2)cc1
6	-3.5	2	-6	-1.0	2	-22	-3	-1	Cc1ccccc1NC(=O)c1ccc(COc2ccc3c(C)cc(=O)oc3c2)cc1
4	-2.7	6	-1	-6.2	-1	-15	-4	15	CCCCN(C(=O)NC(=O)Nc1ccccc1OC)S(C)(=O)=O
1	-1.1	1	-1	0.5	2	-8	-4	2	CC(=O)N1CCc2cc(S(=O)(=O)CCC(=O)N3CCC(C)CC3)ccc21
-1	-2.2	-9	-10	0.8	3	-2	0	9	CC(=O)c1ccc(NC(=S)Nc2cccc(S(=O)(=O)Nc3c(C)n(C)n(-c4ccccc4)c3=O)c2)cc1
0	x	x	x	x	2	-9	-2	x	COc1ccc(NC(=O)c2cc(-c3ccccc3)nc3c2cnn3C(C)C)cc1

Three entries drawn at random from those above:
IDE cell inh	IMP-1 inh	HCV NS3 hel inh	pCIP destab	VIM-2 inh	IDE cell activ	CRFBP-R2 block	GalR3 antag	SUMO HTRF inh	SMILES
2	-2.2	-4	-2	-2.9	3	-4	8	-8	Clc1ccc(CSc2nnc(/C=C/c3ccccc3)o2)cc1
1	x	x	x	x	3	3	0	x	COc1ccc(NC(=O)N(C)C[C@H]2Oc3c(NC(=O)NC(C)C)cccc3C(=O)N([C@H](C)CO)C[C@@H]2C)cc1
-2	-4.2	-1	-10	-2.1	8	4	-8	-12	COCCN1C(=O)C(=O)/C(=C(/O)c2ccc(S(=O)(=O)N3CCOCC3)cc2)C1c1cccc(O)c1 (stereo unspecified)

Additional entries.
IDE cell inh	IMP-1 inh	HCV NS3 hel inh	pCIP destab	VIM-2 inh	IDE cell activ	CRFBP-R2 block	GalR3 antag	SUMO HTRF inh	SMILES
-2	-3.2	-6	-10	-3.4	5	7	-1	4	CCOc1ccc(S(=O)(=O)NCc2ccccn2)cc1
-1	-3.6	-8	-4	-0.7	-3	4	-12	6	Cc1ccc(-n2c(=S)sc3c(=O)n(-c4ccccc4C)c(SCC(=O)O)nc32)cc1C
3	-0.9	8	-3	-0.3	2	6	-3	9	COc1ccc(CN2C(=O)CSC2c2ccncc2)cc1 (stereo unspecified)
0	-4.1	4	-5	-2.5	3	28	-1	-1	CC(=O)Nc1ccc(S(=O)(=O)Nc2nc3ccccc3nc2Nc2ccc(O)cc2)cc1
-1	-3.6	10	1	-0.6	2	-1	-9	-6	Cc1ccc(NC(=O)CC2CCCC2)c(Br)c1
-2	-3.1	4	-3	0.7	2	-16	-4	2	CCNC(=O)COc1ccc(Br)cc1Cl
-1	x	x	x	x	4	-19	-7	x	O=C(COc1ccccc1Br)NCCC1=CCCCC1
4	-4.5	-1	4	-1.6	4	17	3	94*	COc1ccc(NC(=S)Nc2cccc3cnccc23)cc1
2	-3.2	-3	-10	-0.7	1	-14	0	-6	O=C(CCC(=O)N(CC(=O)NC1CCCCC1)Cc1ccco1)Nc1nccs1

Source: PubChem
